NR2E3 ag-1 – activates human photoreceptor nuclear receptor NR2E3. 320,000 compounds, 0.12% hits. Q9Y5X4. inhibition of corepressor binding, % at 4.78 µM. AID 2300. GST-NR2E3/biotin-RetCOR TR-FRET, 1536-well;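 active means percent inhibition above the cutoff of mean plus 3 SD of all tested compounds, set per screening campaign, cut at about 20% in these data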;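 further: 0% = DMSO wells and 100% = biotin wells as full block of FRET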
Target sequence (Q9Y5X4 whole entry, looked up): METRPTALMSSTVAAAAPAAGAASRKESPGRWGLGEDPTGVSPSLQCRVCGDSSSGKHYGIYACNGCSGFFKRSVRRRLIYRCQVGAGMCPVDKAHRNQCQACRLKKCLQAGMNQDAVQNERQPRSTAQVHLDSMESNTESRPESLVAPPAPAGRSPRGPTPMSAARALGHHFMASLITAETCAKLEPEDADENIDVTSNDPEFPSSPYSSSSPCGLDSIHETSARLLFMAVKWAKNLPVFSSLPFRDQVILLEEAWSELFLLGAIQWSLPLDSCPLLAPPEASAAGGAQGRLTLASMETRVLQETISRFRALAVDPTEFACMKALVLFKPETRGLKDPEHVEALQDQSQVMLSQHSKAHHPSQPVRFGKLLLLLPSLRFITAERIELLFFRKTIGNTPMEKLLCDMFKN
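System: GST-tagged NR2E3 plus biotinylated RetCOR corepressor; Amount: 1.35 nM GST-tagged NR2E3 final; Dosing: single nominal compound dose of 4.8 µM; Schedule: 5 h incubation at 4 °C; Technique: TR-FRET with europium anti-GST and streptavidin-D2, 340 nm excitation; Controls: biotin wells as high control, 0.6% DMSO wells as low control.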
MITF TRPM1 inh – MITF TRPM1 promoter inhibition in SK-MEL-5 cells. SK-MEL-5 TRPM1 promoter luciferase, 24 h. inhibition, % at 12.5 µM. 330,000 compounds, 0.83% hits;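 active means mean inhibition across replicates of 60% or more, whatever share of single replicates reaches that level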; further: values of inactives mirror those of a sister screen read the other way
Peg3 promoter – Peg3 promoter activity inhibition | HeLa PEG-Prom luciferase reporter, luminescence, overnight | 360,000 compounds, 1.7% hits | inhibition, % at 20 µM;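 active means inhibition of at least 50% at 20 µM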
Shn3 inh set2 – reduces Shn3 3'UTR luciferase signal in osteoblasts; Clone20 osteoblast Shn3 3'UTR firefly luciferase, 24 h; inhibition, % at 12.5 µM; 360,000 compounds, 0.52% hits; AID 588674;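 active means mean inhibition of at least 75% with every replicate also reaching 75%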;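 further: 0% = median of neutral control wells and 100% = pilot-screen positive control compound; some compounds past the cut are filed as inactive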
hiPSC survival – hiPSC single-cell survival enhancement. ATPlite luminescence; 100% = ROCK inhibitor wells, 0% = DMSO. survival enhancement, % at 20 µM. 360,000 compounds, 0.044% hits. AID 602274; in the data active means survival enhancement above about 18%;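 further: cells exposed to compounds for 16 hours before the ATP read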
KKLEB tox – reduces viability of KKLEB cystic fibrosis airway cells; KKLEB CF airway cells viability, ATPlite luminescence, overnight; active compounds read low; cells stimulated with P. aeruginosa culture filtrate; activity change (cytotoxicity), % at 5 µM; 360,000 compounds, 0.36% hits; AID 602141;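 active means corrected activity change at or below -50% at 5 µM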
HIF-2a inh – inhibitors of HIF-2a; 786-0 RCC cells HIF-2a reporter, luciferase luminescence, overnight; inhibition, % at 18.8 µM; 360,000 compounds, 0.72% hits; AID 624352;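 active means inhibition of the luminescence signal of 40% or more relative to plate controls, in a single-dose primary screen at 18.75 µM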
TWEAK Fn14 block – inhibitors of TWEAK-Fn14 interaction signaling | TWEAK-stimulated Fn14 reporter cells, luciferase luminescence, 8 h | inhibition, % at 10 µM | 360,000 compounds, 2% hits | AID 1159606; in the data active means inhibition above about 50%
NR2E3 ag-2 – agonists of human NR2E3 nuclear receptor | CHO-S Gal4-NCOR/VP16-NR2E3 two-hybrid, luciferase | AID 602229 | inhibition of corepressor binding, % at 3.98 µM | Q9Y5X4 | 360,000 compounds, 0.35% hits;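 active means inhibition above the mean of all tested compounds plus 3 SD, cut at about 70% in these data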;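 further: 0% = DMSO with NR2E3 transfected cells and 100% = cells lacking NR2E3 construct; higher means lower luciferase signal from less NR2E3 corepressor binding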
aDG glyco act – alpha-DG glycosylation activation; Pro5-aDG cells, alpha-DG glycosylation AlphaScreen (IIH6); 0% Pro5, 100% B10-LARGE cell signal; activation, % at 10 µM; 360,000 compounds, 0.22% hits; AID 624168;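 active means activation of at least 8% versus controls, or a plate z-score of at least 8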;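 further: Pro5 are CHO cells carrying HIG-tagged alpha-DG that lacks glycosylation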
CF NFkB inh – blocks PAF-induced NF-kB reporter in cystic fibrosis cells; 360,000 compounds, 0.86% hits; inhibition, % at 5 µM; KKLEB NF-kB-GFP reporter, GFP fluorescence overnight; AID 588850;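 active means at least 50% inhibition at 5 µM, scaled per plate between neutral and stimulator controls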;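 further: PAF is a Pseudomonas aeruginosa culture filtrate used as stimulus; plate controls were PAF-stimulated DMSO wells for no effect and unstimulated DMSO wells for full effect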
An asterisk follows results filed as active; x = no result given.

SMILES | NR2E3 ag-1 | MITF TRPM1 inh | Peg3 promoter | Shn3 inh set2 | hiPSC survival | KKLEB tox | HIF-2a inh | TWEAK Fn14 block | NR2E3 ag-2 | aDG glyco act | CF NFkB inh
CC(C)C(NC(=O)COc1ccccc1)C(=O)O (centres undefined) | 3.8 | -0.5 | -2.2 | -2.3 | 2.4 | -19.0 | 7.2 | 3.6 | 20.0 | 0.1 | 2.7
Cc1ccc(SCCSc2nc(C)cc(=O)[nH]2)cc1 | 0.7 | -49.1 | -160.0 | -71.1 | -0.7 | -8.5 | -139.6 | 9.4 | -106.9 | -0.1 | 10.4
CCC(C)(C)NC(=O)C(c1ccc(OC)cc1)N(C(=O)CCC(=O)Nc1cc(C)on1)c1cccc(F)c1 (centres undefined) | -1.2 | x | 12.0 | 3.0 | -0.4 | 5.5 | 9.7 | -4.4 | -3.7 | 0.1 | 5.9
COc1ccc(S(=O)(=O)N2CCC3(CC2)CC(=O)c2ccccc2O3)cc1C | 0.2 | 3.7 | -3.4 | -4.3 | 0.1 | -1.9 | 5.0 | -19.9 | -5.3 | 0.1 | 0.3
COC(=O)Cn1nc(-c2ccc(C)c(S(=O)(=O)N(C)C)c2)c2ccccc2c1=O | -0.6 | -9.9 | 22.9 | 0.1 | -1.4 | 5.1 | 9.2 | -15.3 | -21.9 | 0.3 | 10.7
COC(=O)CCC(=O)N1CCOCCOCCN(C(=O)CCC(=O)OC)CCOCCOCC1 | 0.8 | 4.3 | 2.0 | -4.9 | -2.0 | 9.6 | 10.1 | 15.9 | -7.3 | -0.1 | -16.2
CCNC(=O)N(C(=O)NCC)n1c(C)nnc1C | 2.2 | 15.3 | 0.8 | -12.0 | -1.6 | -0.2 | 1.4 | 3.5 | 0.1 | 0.1 | 0.5
COc1ccc2c(c1)OC/C(=C/c1cccs1)C2=O | -3.3 | -89.5 | -195.9 | -134.3 | -2.4 | -7.1 | -324.7 | 14.3 | -107.6 | 0.3 | -9.7
CC(C(=O)OCC(=O)N(C)C1(C#N)CCCCC1)N1C(=O)c2ccccc2C1=O (centres undefined) | -0.4 | -7.7 | -2.5 | -7.7 | 1.2 | -7.4 | 12.3 | -4.8 | 12.1 | -0.1 | -8.1
CN(C)Cc1c(C(=O)N/N=C/C=C/c2ccccc2)nnn1-c1nonc1N | 1.0 | 5.5 | 13.3 | 3.7 | 3.6 | 4.3 | 8.2 | 7.0 | -5.1 | 0.1 | -2.7
c1ccc(N2CCN(c3ccccc3)C2c2cccnc2)cc1 | 4.6 | -10.0 | -26.5 | 0.4 | -2.4 | -0.6 | -45.8 | -3.8 | -8.5 | -0.1 | 7.2
N#Cc1cc2cc3c(cc2nc1N1CCCCC1)OCCO3 | 9.9 | -97.6 | -251.7 | -63.7 | -4.2 | -0.9 | -261.7 | 26.7 | -104.3 | 0.3 | -22.7
CC(C)OCC(O)CN1CCN(C(c2ccccc2)c2ccccc2)CC1 (centres undefined) | 4.0 | 7.4 | 4.7 | -4.9 | 1.6 | -7.7 | -0.3 | -15.6 | -10.7 | -0.1 | 1.8
COc1ccc(NC(=O)C2CCN(C(=O)NC3CCCCC3)CC2)c(OC)c1 | -2.3 | 6.1 | -1.7 | -7.2 | -1.9 | 0.4 | 4.6 | -11.9 | -2.2 | -0.1 | 0.0
COc1ccc2c(c1)CC(=O)NC=C2 | -2.7 | 1.3 | 29.4 | 5.0 | 0.5 | 2.4 | 12.0 | -26.9 | -37.2 | 0.3 | -1.3
COc1cc(NC(=O)CN(c2cc(C)cc(C)c2)S(=O)(=O)c2c(C)noc2C)cc(OC)c1 | 6.4 | 9.9 | -10.1 | 3.5 | -0.9 | -1.6 | 1.2 | 12.5 | -25.7 | 0.7 | 15.4
Cn1c(=O)n(CC(N)=O)c(=O)c2c1nc(Br)n2Cc1ccccc1 | -1.6 | 4.0 | 17.2 | 30.4 | -0.6 | 3.4 | 12.2 | 3.8 | -11.4 | 0.1 | -6.7
CCOC(=O)CN1CC23C=CC(O2)C(C(=O)Nc2ccc(C(C)=O)cc2)C3C1=O (centres undefined) | 1.1 | x | -5.7 | -7.0 | 3.3 | 24.8 | -38.1 | -16.9 | -6.2 | -0.2 | -4.3
Cc1cc(=O)[nH]c(SCC(=O)Nc2ccc(Br)cn2)n1 | 7.8 | -6.8 | 14.0 | -15.7 | 0.0 | -16.2 | -6.0 | 14.8 | 22.9 | 0.5 | -1.0
Cc1cccn2c(=O)c3cc(C(=O)NC(C)C)c(=N)n(Cc4ccncc4)c3nc12 | 4.0 | -18.2 | 2.1 | -7.8 | -1.9 | -1.0 | 18.8 | 0.1 | -16.1 | 0.2 | -27.2
COc1cc(C(=O)N2CCc3ccccc32)ccc1OCc1c(C)noc1C | -0.6 | 10.0 | 13.1 | 1.1 | 0.0 | -4.4 | 20.6 | 6.4 | 5.1 | 0.2 | 16.5

Compounds shown so far containing four or more nitrogen atoms (six):
SMILES | NR2E3 ag-1 | MITF TRPM1 inh | Peg3 promoter | Shn3 inh set2 | hiPSC survival | KKLEB tox | HIF-2a inh | TWEAK Fn14 block | NR2E3 ag-2 | aDG glyco act | CF NFkB inh
CCC(C)(C)NC(=O)C(c1ccc(OC)cc1)N(C(=O)CCC(=O)Nc1cc(C)on1)c1cccc(F)c1 (centres undefined) | -1.2 | x | 12.0 | 3.0 | -0.4 | 5.5 | 9.7 | -4.4 | -3.7 | 0.1 | 5.9
CCNC(=O)N(C(=O)NCC)n1c(C)nnc1C | 2.2 | 15.3 | 0.8 | -12.0 | -1.6 | -0.2 | 1.4 | 3.5 | 0.1 | 0.1 | 0.5
CN(C)Cc1c(C(=O)N/N=C/C=C/c2ccccc2)nnn1-c1nonc1N | 1.0 | 5.5 | 13.3 | 3.7 | 3.6 | 4.3 | 8.2 | 7.0 | -5.1 | 0.1 | -2.7
Cn1c(=O)n(CC(N)=O)c(=O)c2c1nc(Br)n2Cc1ccccc1 | -1.6 | 4.0 | 17.2 | 30.4 | -0.6 | 3.4 | 12.2 | 3.8 | -11.4 | 0.1 | -6.7
Cc1cc(=O)[nH]c(SCC(=O)Nc2ccc(Br)cn2)n1 | 7.8 | -6.8 | 14.0 | -15.7 | 0.0 | -16.2 | -6.0 | 14.8 | 22.9 | 0.5 | -1.0
Cc1cccn2c(=O)c3cc(C(=O)NC(C)C)c(=N)n(Cc4ccncc4)c3nc12 | 4.0 | -18.2 | 2.1 | -7.8 | -1.9 | -1.0 | 18.8 | 0.1 | -16.1 | 0.2 | -27.2

Compound activity (PubChem)
